KDM5B inh: Primary screen for KDM5B Histone Demethylases FDH-coupled qHTS | Potency, µM (series often up to 57.7 µM), without a hit: at the top dose activity change, negative = inhibition, hits mostly inhibitors | 2.6% of 220,000 active | Lysine-specific demethylase 5B (Homo sapiens), Q9UGL1 | KDM5B demethylase, FDH-coupled NADH fluorescence (FDH is formaldehyde dehydrogenase); active = well fitted inhibition curve with a large enough effect; inconclusive = small, poorly fitted or top-dose-only effect; inactive = no such curve, though single readings can be large or run the other way; also: 0% is about no effect; nearly all actives have a fitted effect of over 70% in size
Target sequence (Q9UGL1 whole entry, looked up): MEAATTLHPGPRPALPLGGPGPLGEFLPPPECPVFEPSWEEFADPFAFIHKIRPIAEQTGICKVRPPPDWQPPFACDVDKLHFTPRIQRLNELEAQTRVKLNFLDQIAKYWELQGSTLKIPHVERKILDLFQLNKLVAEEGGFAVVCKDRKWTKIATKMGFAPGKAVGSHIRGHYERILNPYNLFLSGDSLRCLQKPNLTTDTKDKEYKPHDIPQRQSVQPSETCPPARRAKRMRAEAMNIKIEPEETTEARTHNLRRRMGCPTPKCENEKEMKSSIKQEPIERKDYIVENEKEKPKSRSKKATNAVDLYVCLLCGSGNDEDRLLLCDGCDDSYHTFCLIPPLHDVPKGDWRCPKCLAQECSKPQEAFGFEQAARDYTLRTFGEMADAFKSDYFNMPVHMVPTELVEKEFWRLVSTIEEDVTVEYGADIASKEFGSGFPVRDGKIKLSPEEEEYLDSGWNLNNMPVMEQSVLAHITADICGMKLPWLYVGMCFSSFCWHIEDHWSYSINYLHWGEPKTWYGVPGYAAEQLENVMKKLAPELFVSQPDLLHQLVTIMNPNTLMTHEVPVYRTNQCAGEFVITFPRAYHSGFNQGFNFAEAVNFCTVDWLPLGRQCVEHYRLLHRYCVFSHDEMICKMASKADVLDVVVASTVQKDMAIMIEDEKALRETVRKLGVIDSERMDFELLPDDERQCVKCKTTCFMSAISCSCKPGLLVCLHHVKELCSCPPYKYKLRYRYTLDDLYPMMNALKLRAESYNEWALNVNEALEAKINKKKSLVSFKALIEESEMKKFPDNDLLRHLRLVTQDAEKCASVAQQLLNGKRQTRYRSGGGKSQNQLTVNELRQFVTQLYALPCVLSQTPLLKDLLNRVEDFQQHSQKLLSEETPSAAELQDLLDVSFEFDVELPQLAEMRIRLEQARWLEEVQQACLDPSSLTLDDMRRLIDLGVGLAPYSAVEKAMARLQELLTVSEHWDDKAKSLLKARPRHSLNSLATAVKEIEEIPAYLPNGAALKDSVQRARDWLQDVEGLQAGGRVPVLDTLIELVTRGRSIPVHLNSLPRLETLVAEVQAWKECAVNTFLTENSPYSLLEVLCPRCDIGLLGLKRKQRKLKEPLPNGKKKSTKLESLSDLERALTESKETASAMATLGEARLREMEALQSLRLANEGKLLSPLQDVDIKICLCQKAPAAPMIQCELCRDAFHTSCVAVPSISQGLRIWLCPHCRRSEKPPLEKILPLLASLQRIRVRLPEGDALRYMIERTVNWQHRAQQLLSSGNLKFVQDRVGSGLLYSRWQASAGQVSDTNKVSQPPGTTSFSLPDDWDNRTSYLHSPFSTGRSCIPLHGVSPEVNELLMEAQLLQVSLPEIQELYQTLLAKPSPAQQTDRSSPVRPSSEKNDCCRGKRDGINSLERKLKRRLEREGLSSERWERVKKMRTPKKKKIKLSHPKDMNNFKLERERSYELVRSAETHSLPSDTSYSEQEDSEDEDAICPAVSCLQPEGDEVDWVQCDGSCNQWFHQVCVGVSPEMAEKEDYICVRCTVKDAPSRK
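Compound dilutions met 200 nM (final) KDM5BΔAP for 10 min at room temperature before substrate addition. The substrate mix held 12.5 µM H3K4me3 with cofactors 25 µM α-ketoglutarate and 50 µM Fe²⁺. NADH signal gain over 30 min defined activity.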
Starred values were filed as active, the others as inactive; ? = inconclusive; & = joins results of further samples; [ ] = dose if it differs, or a comment. Potency is read from the fitted curve at half-maximal effect. Only part of the results is shown. The share of hits here may be higher or lower than overall.

KDM5B inh | compound
-13% | O=C(NC1CCCCC1)C(c1ccncc1)N(C(=O)c1csnn1)c1cccc(F)c1 (centres undefined)
-2% | COc1ccccc1NC(=O)NCC1CC1(Cl)Cl (centres undefined)
17% | O=C(Cc1ccc(Br)cc1)NC1CCC(c2ccccc2)CC1 (centres undefined)
5% | Cc1ccc(C(=O)N2CCC3(CC2)CC(N(Cc2ccc(F)cc2)C2CC2)CCO3)cn1 (centres undefined)
29% | Cc1cccc(C(C)C)c1NC(=O)c1ccc(CSc2ccccc2)cc1
-15% | CC(=O)c1ccc(NC(=O)c2ccc(Cl)cc2N2CCCC2=O)cc1
8% | Cc1ccc(NC(=O)Cn2c(=O)c(-c3noc(C)n3)c3n(c2=O)CCCCC3)c(Cl)c1
-4% | O=C(Cc1cc(Cl)c2c(c1)OCCO2)NC1CCN(C2CC2)CC1
? | Cn1c(-c2ccccc2)cnc1NCc1ccccc1O
7% | O=C(c1ccc2c(c1)OCO2)N1CCc2nn(Cc3ccccc3)c(=O)n2CC1
-22% | CC(=O)N1CCC2(CC1)CC(=O)c1ccc(OCC(=O)NC3CCS(=O)(=O)C3)cc1O2 (centres undefined)
? | Cc1ncsc1CN1CCC[C@H]1C(=O)N1CCCCCCNC(=O)CC1
-22% | CC(C)C(=O)NCC1Cn2cccc2C(=O)N1Cc1ccccc1 (centres undefined)
1% | CC(C)C(=O)Nc1ccc([N+](=O)[O-])cc1
35µM* | CC(C)CNC(=O)c1ccc2c(c1)C1(CCN(C)C1)CN2CC1CC1 (centres undefined)
-8% | CCCN(CCC)CCCNC(=O)c1cn(CC)c2ccc(S(=O)(=O)N(C)C3CCCCC3)cc2c1=O
-14%[86.2 µM] | COc1ccc(O[C@H]2COCCN(S(=O)(=O)c3ccc(Cl)cc3)C2)cc1
? | Cc1noc(C)c1-c1cc2c(cc(C)n2C)c(N2CCN(Cc3ccccc3)CC2)n1
-11% | Cc1ccc2nc(-c3ccc4c(c3)OCO4)cc(C(=O)O)c2c1
? | CCc1c(C)nc(N)nc1NCc1noc(COC)n1
20% | Cc1c(CC(=O)NCC2CC2)c2c(n1Cc1ccccc1F)CCCC2=O
-1% | C=CCCc1ccc(-c2ccc(OCCCCCCCCCC)c(F)c2)nc1
0% | CCc1cnc2c(c1SCC(=O)Nc1ccc(Cl)cc1)c(=O)n(C)c(=O)n2C
8% | COc1cccc(CN2CCC3(C2)C(=O)N(C)C(=O)N3C)c1 (centres undefined)
21% | Cc1cccc(NC(=O)N2CCC(CC(=O)NCc3ccccc3)C2)c1C (centres undefined)

Brought forward from above: 2 compounds, followed by the next part.
KDM5B inh | compound
8% | COc1cccc(CN2CCC3(C2)C(=O)N(C)C(=O)N3C)c1 (centres undefined)
21% | Cc1cccc(NC(=O)N2CCC(CC(=O)NCc3ccccc3)C2)c1C (centres undefined)
-7% | Cc1cc(O)c(Sc2ccccc2)c(=O)o1
-2% | CCc1ccc(C(=O)Nc2ccc(C(N)=O)cc2)cc1S(=O)(=O)N1CCOCC1
? | CCC(C)NC(=O)c1ccccc1-c1ncc(-c2ccccc2F)o1 (centres undefined)
1% | CN1CCNc2nc(COc3ccc(Oc4ccccc4)cc3)n(Cc3ccccc3)c2C1=O
1% | CCc1cccc(C)c1NC(=O)c1cc(S(=O)(=O)N2CCOCC2)cn1C
0% | COc1ccc(C)cc1NC(=O)COC(=O)c1ccc2c(c1)OCO2
-41% | COc1ccccc1CNc1ccc2nnc(CCNC(=O)c3ccc(C)cc3)n2n1
-12% | O=C1CCCN1CCCN1C(=O)[C@H]2CN(Cc3ccncc3)C[C@H]2C1=O
13% | Cc1ccccc1-c1cc(C(=O)Nc2nncs2)c2ccccc2n1
-14% | O=C1CCC2(CCN1)CCN(C(=O)C1CCCCC1)CC2
-5% | Cc1occc1C(=O)N1CC(C)CC(C)C1 (centres undefined)
-17%[86.2 µM] | COc1ccc(CN2CC[C@H](c3nnc(-c4ccncc4)o3)C2)cc1
0% | Cc1cc(C)n(CC(=O)N2CCOCC(CO)C2)c(=O)n1 (centres undefined)
2% | O=C(NC1CCc2ccccc21)c1ccc2ccccc2n1 (centres undefined)
5% | CC(C)CCN1C[C@@H]2C(=O)N(Cc3ccc4c(c3)OCO4)C(=O)[C@@H]2C1
-33%[86.2 µM] | C#CCN(C)C(=O)[C@@H]1CCCN1[C@@H](C(=O)NC)c1ccccc1F
-8% | Cc1ccc2c(C(=O)CSc3ccccc3)c(C)[nH]c2c1
-13% | O=C(c1ccccc1F)N1CCCC(c2nc(C3CCOCC3)no2)C1 (centres undefined)
27% | CCCNCc1ccc(OCCO)cc1
-1% | CCOCCOC(C)C(=O)NCC(C)(C)c1ccccc1OC (centres undefined)
-15% | CNS(=O)(=O)c1cn(CC(=O)Nc2cccc(C(F)(F)F)c2)cc1S(=O)(=O)NC
-11% | Cn1c(=O)c2c(nc(SCC(=O)Nc3ccccc3F)n2Cc2ccc(Cl)cc2)n(C)c1=O
20% | Cc1cc(C(=O)NC2CCCCC2)on1
0% | CC1(C)CCc2cc(-c3ccn(S(=O)(=O)c4ccccc4Cl)n3)ccc2O1
-38% | COc1ccc(S(=O)(=O)NCCc2sc(C)nc2C)cc1

For convenience, some entries already given.
KDM5B inh | compound
-33%[86.2 µM] | C#CCN(C)C(=O)[C@@H]1CCCN1[C@@H](C(=O)NC)c1ccccc1F
-8% | Cc1ccc2c(C(=O)CSc3ccccc3)c(C)[nH]c2c1

(listing goes on)
KDM5B inh | compound
-9% | COCCN(C(=S)Nc1ccc(C)cc1)C(C)c1ccco1 (centres undefined)
-4% | Cc1cccc(C(=O)N2CCc3[nH]nc(C(=O)NCCCc4ccccc4)c3C2)c1
4% | CC(C)(C)C(=O)Nc1ccc2oc(-c3ccc(F)cc3)nc2c1
19% | S=c1[nH]c2ccccc2n2cccc12
-1% | Cc1ccc(C(=O)N2CCCC3(CNc4ccccc4[S+](=O)([O-])N3)C2)cc1 (centres undefined)
? | Cc1cc(C)n2c(Nc3ccccc3C)c(-c3cccs3)nc2n1
7%[86.2 µM] | CCN1C(=O)COC[C@@H]1C(O)c1ccc(NC(=O)Cc2ccc(OC)cc2)cc1 (some centres undefined)
-26%[11.5 µM] | CCCCOC(=O)c1ccc(OC(=O)c2sc3ncn(Cc4ccccc4Cl)c(=O)c3c2C)cc1
14% | Cc1ccc(OCCC(=O)NC23CC4CC(CC(C4)C2)C3)cc1
-11% | O=C(O)c1cccc(CSc2cc(Cl)ccc2Cl)c1
-4% | Oc1ccc(/C=N\Nc2nncc(-c3ccccc3)n2)cc1
-13% | COc1ccc(C(=O)N[C@@H]2CCC[C@@H]2C(=O)NCc2ccc(C)o2)cc1
-3% | COC(=O)CN1C(=O)Nc2ccc(Cl)cc2C1c1ccccc1 (centres undefined)
? | O=C1OCC2=C1C(c1cccs1)NC(=O)N2CC(=O)N1CCCCC1 (centres undefined)
5% | CCc1ccccc1NC(=O)c1cc2c(=O)[nH]c(C)cn2n1
2% | CCc1nncn1C1CCN(S(=O)(=O)c2c(C)noc2C)C1 (centres undefined)
20% | COc1ccc(NC(C)=O)cc1NC(=O)Cn1nc2c(cc1=O)CCCCC2
6% | CC(C)CC(=O)N1CCCCCNC(=O)CC1c1ccccc1 (centres undefined)
7% | COC1C(=O)N(CC2CC2)C12CCN(C(=O)C1CC1)CC2 (centres undefined)
-24% | COC(=O)C1=C(C)N=C2SC=C(CC(=O)NCc3ccc(F)cc3)N2C1c1cccc(OC)c1 (centres undefined)
29% | CC(C)CNC(=O)N1CCCCCCNC(=O)[C@@H]2CCC[C@@H]21
17% | CCOc1ccc(CCNC(=O)c2cc(C)nn2-c2ccccc2)cc1
9% | Cc1c(C(c2ccc(C(=O)O)cc2)c2c(C)n(C)n(-c3ccccc3)c2=O)c(=O)n(-c2ccccc2)n1C
21% | CC(C)c1noc(-c2cn(C3CCN(C(=O)c4ccccc4)CC3)nn2)n1
-9% | CCOc1cc(-c2ccc(OCC(=O)OC)c(OC)c2)cc(=O)c2c(C)oc(C)c12

Structural class: the compounds so far containing two or more sulfur atoms
KDM5B inh | compound
-15% | CNS(=O)(=O)c1cn(CC(=O)Nc2cccc(C(F)(F)F)c2)cc1S(=O)(=O)NC
-38% | COc1ccc(S(=O)(=O)NCCc2sc(C)nc2C)cc1

Looked up by structure from above:
KDM5B inh | compound
-4% | Cc1cccc(C(=O)N2CCc3[nH]nc(C(=O)NCCCc4ccccc4)c3C2)c1
? | O=C1OCC2=C1C(c1cccs1)NC(=O)N2CC(=O)N1CCCCC1 (centres undefined)
14% | Cc1ccc(OCCC(=O)NC23CC4CC(CC(C4)C2)C3)cc1
-11% | O=C(O)c1cccc(CSc2cc(Cl)ccc2Cl)c1
17% | CCOc1ccc(CCNC(=O)c2cc(C)nn2-c2ccccc2)cc1
7%[86.2 µM] | CCN1C(=O)COC[C@@H]1C(O)c1ccc(NC(=O)Cc2ccc(OC)cc2)cc1 (some centres undefined)

Remaining list, next part:
KDM5B inh | compound
? | CCN(Cc1cc2cc(OC)ccc2[nH]c1=O)C(=O)c1ccco1
7% | CCNc1cc(N2CCC(CCC(=O)NC3CCCC3)CC2)ncn1
-3% | O=C(O)c1ccccc1I
-4% | CC(C)=CCN1CCN(C(=O)CCOc2ccccc2)[C@H]2CS(=O)(=O)C[C@H]21
-8%[115 µM] | CN1CCC(C(=O)N2Cc3ccccc3CC3(CCN(Cc4ccc(O)cc4)C3)C2)CC1 (centres undefined)
19% | COCCS(=O)(=O)c1ccc(C(=O)OCc2cccc(OC)c2)cc1
-20% | O=C1CCN(S(=O)(=O)c2ccccc2)CCCN(Cc2ccccc2)CCN1
-6% | COc1ccc(-c2nc3cnccc3o2)cc1NC(=O)c1cccnc1
8%[86.2 µM] | COCCNC(=O)C[C@@H]1C[C@H]2O[C@H](CNC3CCN(C)CC3)[C@@H](O)[C@H]2O1
9% | O=C(Cn1cnc(S(=O)(=O)N2CCOCC2)c1)Nc1ccc(-c2ccno2)cc1
16% | CCCCOP(=O)(c1ccc(N(C)C)cc1)C(O)c1ccc(OC)c(OC)c1 (centres undefined)
-2% | CCOC(=O)C1=C(C)NC(=O)C1(NC(=O)c1ccco1)C(F)(F)F (centres undefined)
? | CNC(=O)[C@@H]1CCCC[C@@H]1c1nc(-c2ccncc2)nn1CCO
-11% | Cc1ccnc(NC(=O)c2ccc3nc(C)c(C)nc3c2)c1
? | Cc1ccc(-c2nc3ccccn3c2Nc2ccccc2C)s1
15% | CSCCC(NS(=O)(=O)c1ccc2c(c1)oc(=O)n2C)C(=O)Nc1ccc(C)c(C)c1 (centres undefined)
-8% | Cc1cccc(NC(=O)c2ccc3c(c2)CCN3S(=O)(=O)c2ccccc2)c1C
6% | Cc1ccc2nc(C)c(C(=O)N3CCN(S(=O)(=O)c4ccccc4)CC3)cc2c1
-21% | CCCCc1ncc(CN2CCN(Cc3ccccc3)CC(O)C2)[nH]1 (centres undefined)
? | N#Cc1nc(/C=C/c2cccs2)oc1NCCCn1ccnc1
4%&-15% | CCOC(=O)c1cccc(NC(=O)C2CCN(c3nnc(C)c4c(C)n(-c5ccccc5)nc34)CC2)c1
? | CC(C)N1CCC(N2C[C@@H](CO)[C@H](c3nc(C4CC4)no3)C2)CC1
-17% | Cc1occc1C(=O)Nc1nc(CC(=O)Nc2ccccc2)cs1
26% | CC(C)=CC(=O)NCCc1ccsc1
5% | COc1ccc(S(=O)(=O)N2CCc3c(C(=O)N(C)C)cccc32)cc1
-10% | CCN(CC)CCN(C(=O)c1ccco1)c1nc2c(C)cccc2s1
11% | O=C(c1cccc(F)c1)N1CCC(Oc2cccnc2)C1 (centres undefined)
? | O=c1c2c(CO)c(-c3ccc(F)cc3)nn2ccn1Cc1ccc(OC(F)(F)F)cc1
-15% | Cc1ccc(-c2nsc(NC(=O)c3cc(=O)c4ccc(C)c(C)c4o3)n2)s1
14µM* | O=C(NCC(=O)N1CCN(c2ccccn2)CC1)c1cc2ccccc2[nH]1
35µM* | COc1nc2nc(CCc3ccccc3)n(C)c2cc1-c1cccc(CO)c1
-11% | O=C(c1cnc2c(cnn2Cc2ccccc2)c1)N1CCCc2ccccc21
-26% | CCNC(=O)NC(=O)CSc1nc(C)c(C)n1C1CCCC1
17%[115 µM] | COc1cccc(S(=O)(=O)N2CCn3ncc(C(=O)NCc4ccc(Cl)nc4)c3C2)c1
? | COc1ccc(-c2nc(NC(=O)c3cc(OC)c(OC)c(OC)c3)sc2C)cc1
? | CC(=O)c1cccc(Nc2nc(-c3ccc(C)cc3)nc3ccccc23)c1
? | CN(C)S(=O)(=O)N1CCC2(CC1)CC1C(=O)NCCN1C2 (centres undefined)
? | CS(=O)(=O)Oc1ccc2c(c1)O/C(=C\c1ccccc1)C2=O
6% | O=C(Nc1ccc2oc(-c3cccnc3)nc2c1)c1cccc([N+](=O)[O-])c1
19% | O=C(c1ccco1)N1CCC(C2CCN(Cc3cccc(F)c3F)CC2)C1 (centres undefined)
32µM* | Fc1ccc(-c2cc(NC3CCCC3)nc3[nH]ccc23)nc1
28µM* | O=C(c1cc[nH]c(=O)c1)N1CC(F)(F)C[C@H]1c1nc(C2CC2)no1
-7% | COc1ccc(NC(=O)c2nc(-c3ccccc3)oc2C)c(OC)c1
11%&-13% | CCOc1cc(/C=C2\NC(=O)NC2=O)c(Br)cc1O

Screening results: PubChem BioAssay, National Center for Advancing Translational Sciences (NCATS)
